NTR1 ag = agonists of NTR1, primary screen, imaging, U2OS cells, beta-arrestin-GFP, high content (AID 493036). NTR1-U2OS beta-arrestin-GFP spot imaging, agonist mode. activation, % at 20 µM. actives 0.17% (n = 330,000);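 active = activation at or above 40% of the spot to cytoplasm intensity ratio, with at least 20 cells analyzed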;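 also: 0% = DMSO without peptide and 100% = 100 nM NTR1 peptide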
Target sequence (P30989 whole entry, looked up): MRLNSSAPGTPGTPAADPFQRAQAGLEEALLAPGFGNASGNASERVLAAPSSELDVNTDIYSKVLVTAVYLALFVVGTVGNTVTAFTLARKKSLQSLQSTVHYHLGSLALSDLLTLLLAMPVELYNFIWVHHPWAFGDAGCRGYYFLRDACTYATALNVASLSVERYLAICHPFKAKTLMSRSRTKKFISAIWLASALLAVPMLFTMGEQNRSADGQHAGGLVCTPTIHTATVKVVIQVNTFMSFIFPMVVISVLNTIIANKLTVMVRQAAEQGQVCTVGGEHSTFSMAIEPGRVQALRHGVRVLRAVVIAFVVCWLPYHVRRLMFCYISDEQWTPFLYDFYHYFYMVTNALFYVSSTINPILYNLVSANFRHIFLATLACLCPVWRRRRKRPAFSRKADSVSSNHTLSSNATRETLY
TNAP activators = stimulation of alkaline phosphatase TNAP activity – biochemical, luminescent, no phosphate acceptor, uHTS, primary screen (AID 1001) | purified TNAP, luminescent activation assay, no phosphate acceptor; higher activation fold means a stronger effect | one-dose activation fold at 20 µM; EC50 in µM for titrated hits | actives 0.03% (n = 200,000); in the data active = activation fold from about 3, or a potency from the dose series; inactive = the rest, 99 in 100 with activation fold below about 1.6; also: many of its hits are not listed in these tables
GPR55 beta-arrestin = GPR55 agonists via beta-arrestin recruitment, primary screen, imaging, U2OS cells, beta-arrestin-GFP redistribution (AID 1961). actives 0.048% (n = 290,000). activation, % at 10 µM, or EC50 in µM where a hit was titrated. U2OS GPR55 beta-arrestin-GFP redistribution imaging; higher % means a stronger effect;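 active = activation above 40% with more than 50 cells counted in the well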;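 also: U2OS osteosarcoma cells stably expressing GPR55 and beta-arrestin-GFP; plate controls were DMSO negative control for no effect and LPI positive control for full effect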
NOD1 inhibition = NOD1 signaling inhibitors, primary screen, cell-based, luminescence, uHTS (AID 1578) | actives 1% (n = 290,000) | inhibition, % at 4 µM, or EC50 in µM where a hit was titrated | NOD1-driven NF-kB luciferase reporter cells, luminescence; higher % means a stronger effect; in the data active = inhibition mostly above about 36%, no sharp cut-off; inactive = mostly below about 34%;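 also: HEK-293T reporter cells stimulated with the NOD1 agonist gamma-tri-DAP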
KOR beta-arrestin-1 = kappa opioid receptor activators – cell-based, luminescence, uHTS, primary screen (AID 1777); KOR beta-arrestin recruitment, luminescence; higher % means a stronger effect; one-dose activation, % at 10 µM; EC50 in µM for titrated hits; actives 0.02% (n = 280,000); in the data active = activation above about 50%, passing the limit was not always enough; also: a part of the inactive calls stands beside numbers as strong as those of hits
ER stress rescue = protection against thapsigargin-triggered cell killing – 384-well, CSM14.1, ATP luminescence, primary screen (AID 1222); CSM14.1 thapsigargin-induced death rescue, ATP luminescence; higher % means a stronger effect; one-dose cellular ATP content (survival), % at 20 µM; EC50 in µM for titrated hits; 190,000 tested, under 10 active;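 active = EC50 below 50 µM in the dose-response confirmation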;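 also: death triggered by thapsigargin at about 15 µM added after 2 h compound pretreatment; cell ATP read after overnight thapsigargin exposure of roughly 18 to 22 hours; normalized against plate controls of thapsigargin alone and 5% DMSO vehicle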
NOD2 inhibition = NOD2 signaling inhibitors, cell-based, luminescence, uHTS, HEK293 (AID 1566) | inhibition, % at 4 µM, or EC50 in µM where a hit was titrated | actives 0.63% (n = 290,000) | HEK293 NOD2/NF-kB luciferase reporter, luminescence; higher % means a stronger effect; also: many of its hits are not listed in these tables
Yfh1-off respiration = mitochondrial function rescue without frataxin homolog – Friedreich's ataxia, plus single-dose screen, dose response (AID 1465); S. cerevisiae Yfh1-off respiration, WST-1 reduction, 72 h; higher fold induction means a stronger effect; fold induction at 50 µM, or EC50 in µM where a hit was titrated; actives 0.074% (n = 220,000);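 active = fold induction of absorbance versus untreated yeast above a set limit, then at least 30% activation at any dose in follow-up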;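 also: activators that raise dye reduction in frataxin-depleted yeast; strong numbers were not always called active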
KOR beta-arrestin-2 = kappa opioid receptor blockers – cell-based, luminescence, uHTS (AID 1778). KOR beta-arrestin recruitment, luminescence, antagonist mode; higher % means a stronger effect. inhibition, % at 10 µM, or IC50 in µM where a hit was titrated. actives 0.091% (n = 290,000); also: strong numbers were not always called active
NTR1 ag cell count 20 µM = also measured in NTR1 ag; calls as there; cell count; measured here: cell count, cytotoxicity flag
* = called active by the depositor; [ ] = remark or other dose. Rule as the data show it, unless noted: active = inhibition above about 50%; inactive = the rest. A portion of the library; rates above refer to the full screens.

`CC(=O)Nc1ccc(CN2CCN(CC=C(C)C)C(CCO)C2)cc1` (configuration not stated) gave NTR1 ag -0.5, TNAP activators 1.1, GPR55 beta-arrestin -0.1%, NOD1 inhibition -17.2%, ER stress rescue 0.0%, NOD2 inhibition 2.1%, Yfh1-off respiration inactive, KOR beta-arrestin-2 -6.5%[20 µM] and NTR1 ag cell count 20 µM 58.
CCC(C)NC(=O)c1cnn2c1NC(c1ccc3c(c1)OCO3)CC2C(F)(F)F (configuration not stated) was read as NTR1 ag 2.1, TNAP activators 1.2, GPR55 beta-arrestin -0.2%, NOD1 inhibition 0.5%, KOR beta-arrestin-1 7.2%, ER stress rescue -0.8%, NOD2 inhibition 6.3%, Yfh1-off respiration inactive, KOR beta-arrestin-2 0.4% and NTR1 ag cell count 20 µM 92.
Screening CCC(=O)N1CCC2(CC1)Oc1ccc(F)cc1C(=O)C21CC(c2cccnc2)=NO1 (configuration not stated) returned NTR1 ag 0.3, GPR55 beta-arrestin -0.2%, NOD1 inhibition 4.5%, KOR beta-arrestin-1 -4.4%, NOD2 inhibition 5.2%, Yfh1-off respiration inactive, KOR beta-arrestin-2 27.5% and NTR1 ag cell count 20 µM 59.
`Cc1ccc(OCC(=O)NCCCNC(=O)c2ccco2)cc1` gave NTR1 ag 0.1, GPR55 beta-arrestin 0.3%, NOD1 inhibition 1.3%, KOR beta-arrestin-1 -0.9%, NOD2 inhibition -20.1%, KOR beta-arrestin-2 -20.8% and NTR1 ag cell count 20 µM 52.
CC(=O)Nc1ccc(C(=O)NCC(=O)OCc2ccccc2F)cc1 was read as NTR1 ag 0.5, TNAP activators 1.6, GPR55 beta-arrestin -0.1%, NOD1 inhibition -23.3%, KOR beta-arrestin-1 -2.4%, ER stress rescue 0.5%, NOD2 inhibition 15.5%, Yfh1-off respiration inactive, KOR beta-arrestin-2 -19.9% and NTR1 ag cell count 20 µM 49.
CCOC(=O)c1c(NC(=O)C(Sc2ccccc2)c2ccccc2)sc(C(N)=O)c1C (configuration not stated) was read as NTR1 ag 29.3, TNAP activators 1.1, GPR55 beta-arrestin -0.1%, NOD1 inhibition 21.7%, KOR beta-arrestin-1 2.9%, ER stress rescue -0.9%, NOD2 inhibition 5.2%, Yfh1-off respiration inactive, KOR beta-arrestin-2 -2.9% and NTR1 ag cell count 20 µM 75.
For Cc1nnc(SCC(=O)NC(=O)NCc2ccco2)n1Cc1ccccc1 the results were NTR1 ag 2.1, TNAP activators 1.1, GPR55 beta-arrestin -0.2%, NOD1 inhibition -16.1%, KOR beta-arrestin-1 0.9%, ER stress rescue 0.6%, NOD2 inhibition 17.4%, Yfh1-off respiration inactive, KOR beta-arrestin-2 -21.8% and NTR1 ag cell count 20 µM 56.
Screening C=CCn1c(SCC(=O)N2CCOCC2)nc2sc(C)c(C)c2c1=O returned NTR1 ag 1.6, GPR55 beta-arrestin -0.2%, NOD1 inhibition -5.0%, KOR beta-arrestin-1 -0.2%, NOD2 inhibition 4.2%, KOR beta-arrestin-2 -11.4% and NTR1 ag cell count 20 µM 46.
For Cc1nc(N)nc(Nc2ccc(Cl)cc2)c1Br the results were NTR1 ag 1.9, TNAP activators 1.1, GPR55 beta-arrestin -0.2%, KOR beta-arrestin-1 0.7%, ER stress rescue -1.3%, NOD2 inhibition -5.1%, Yfh1-off respiration inactive, KOR beta-arrestin-2 -5.3% and NTR1 ag cell count 20 µM 90.
OCC1(CCOc2ccccc2)CCN(Cc2ccc3cccc(F)c3n2)CC1 was read as NTR1 ag 1.4, TNAP activators 1.1, GPR55 beta-arrestin 0.3%, NOD1 inhibition -7.9%, ER stress rescue -1.2%, NOD2 inhibition 0.1%, Yfh1-off respiration inactive, KOR beta-arrestin-2 -39.6%[20 µM] and NTR1 ag cell count 20 µM 42.
Screening CC(=O)c1ccc(N2CCN(CC(O)COC(c3ccccc3)c3ccccc3)CC2)cc1 (configuration not stated) returned NTR1 ag 0.5, GPR55 beta-arrestin -0.3%, NOD1 inhibition 7.4%, KOR beta-arrestin-1 -1.2%, NOD2 inhibition 21.2%, KOR beta-arrestin-2 -29.5% and NTR1 ag cell count 20 µM 63.
For CCCNC(=O)/C(C#N)=C1\N=C(NC(=O)c2ccco2)c2ccccc21 the results were NTR1 ag 1.3, GPR55 beta-arrestin 0.3%, NOD1 inhibition -17.7%, KOR beta-arrestin-1 0.5%, NOD2 inhibition 22.3%, KOR beta-arrestin-2 -37.1% and NTR1 ag cell count 20 µM 61.
For c1ccc2c(c1)CCN(CCCNc1nc3ccccc3n3cnnc13)C2 the results were TNAP activators 1, GPR55 beta-arrestin -0.1%, NOD1 inhibition -22.3%, KOR beta-arrestin-1 0.1%, ER stress rescue 1.2%, NOD2 inhibition 13.6%, Yfh1-off respiration inactive and KOR beta-arrestin-2 10.0%.
c1ccc(-c2ccc(-c3nc(-c4ccccn4)no3)cc2)cc1 was read as NTR1 ag 16.8, TNAP activators 1, GPR55 beta-arrestin -0.1%, NOD1 inhibition 99.9%*, KOR beta-arrestin-1 -4.4%, ER stress rescue -6.6%, NOD2 inhibition 67.0%*, Yfh1-off respiration inactive, KOR beta-arrestin-2 -17.5% and NTR1 ag cell count 20 µM 40.
`CC(=O)N1CCOc2ccc(S(=O)(=O)N(C)c3cccc(C)c3)cc21` gave NTR1 ag 0.3, GPR55 beta-arrestin 1.4%, NOD1 inhibition -30.3%, KOR beta-arrestin-1 -1.7%, NOD2 inhibition 11.6%, KOR beta-arrestin-2 -6.0% and NTR1 ag cell count 20 µM 60.
Screening Clc1ccc(Nc2ccc(Cl)nn2)cc1 returned NTR1 ag 0.1, GPR55 beta-arrestin -0.1%, NOD1 inhibition -14.8%, KOR beta-arrestin-1 1.5%, NOD2 inhibition -18.2%, Yfh1-off respiration inactive, KOR beta-arrestin-2 -3.2% and NTR1 ag cell count 20 µM 55.
For O=c1c2c3c(sc2nc2n1CCCCC2)CCC3 the results were NTR1 ag -0.2, TNAP activators 1, GPR55 beta-arrestin 0.2%, NOD1 inhibition -26.5%, KOR beta-arrestin-1 4.4%, ER stress rescue -4.0%, NOD2 inhibition 2.1%, Yfh1-off respiration inactive, KOR beta-arrestin-2 -3.9% and NTR1 ag cell count 20 µM 44.
`O=C(CCN1C(=O)/C(=C/C=C/c2ccccc2)SC1=S)Nc1cccnc1` gave NTR1 ag 10.1, TNAP activators 1, GPR55 beta-arrestin -0.1%, NOD1 inhibition -0.7%, KOR beta-arrestin-1 26.9%, ER stress rescue -3.6%, NOD2 inhibition -21.1%, Yfh1-off respiration inactive, KOR beta-arrestin-2 -26.7% and NTR1 ag cell count 20 µM 56.
For O=C(CCCn1ncn2c(cc3occc32)c1=O)N1CCc2ccccc2C1 the results were NTR1 ag 1.5, TNAP activators 1.1, GPR55 beta-arrestin 0.3%, NOD1 inhibition -42.3%, KOR beta-arrestin-1 -0.4%, ER stress rescue -1.1%, NOD2 inhibition -3.2%, Yfh1-off respiration inactive, KOR beta-arrestin-2 10.6% and NTR1 ag cell count 20 µM 36.
`COc1ccc(N=N/C(=C\O)C(=O)c2cccs2)cc1` gave NTR1 ag 16.2, TNAP activators 0.8, GPR55 beta-arrestin 0.1%, NOD1 inhibition 41.3%*, KOR beta-arrestin-1 17.4%, NOD2 inhibition 11.0%, Yfh1-off respiration inactive, KOR beta-arrestin-2 1.4% and NTR1 ag cell count 20 µM 33.
`Fc1ccc(/C=N\Nc2cccc(F)c2)cc1` gave NTR1 ag 0.1, GPR55 beta-arrestin -0.2%, NOD1 inhibition -56.5%, KOR beta-arrestin-1 -3.9%, NOD2 inhibition 1.5%, KOR beta-arrestin-2 14.6%[20 µM] and NTR1 ag cell count 20 µM 51.
`Cc1cccc(C(=O)c2c(N)sc3c2CCC(C)C3)c1` (configuration not stated) gave NTR1 ag 1.5, TNAP activators 1.1, GPR55 beta-arrestin -0.3%, NOD1 inhibition -29.9%, KOR beta-arrestin-1 -4.0%, ER stress rescue -1.9%, NOD2 inhibition -25.2%, Yfh1-off respiration inactive, KOR beta-arrestin-2 -18.3% and NTR1 ag cell count 20 µM 68.
For O=c1c2c3c(sc2nc2n1N=C(c1cccs1)CS2)CCCC3 the results were NTR1 ag 6.0, TNAP activators 1, GPR55 beta-arrestin -0.2%, NOD1 inhibition -91.0%, KOR beta-arrestin-1 -1.1%, ER stress rescue -5.7%, NOD2 inhibition 10.2%, Yfh1-off respiration inactive, KOR beta-arrestin-2 -1.3% and NTR1 ag cell count 20 µM 47.
`CC(=O)c1ccc2noc(-c3ccc(F)cc3)c2c1` gave NTR1 ag 0.0, TNAP activators 1, GPR55 beta-arrestin -0.5%, NOD1 inhibition -9.8%, KOR beta-arrestin-1 -5.4%, ER stress rescue -2.2%, NOD2 inhibition -7.7%, Yfh1-off respiration inactive, KOR beta-arrestin-2 -10.9% and NTR1 ag cell count 20 µM 36.
Screening N[C@@H]1CONC1=O returned NTR1 ag 3.1, TNAP activators 1.1, GPR55 beta-arrestin -0.5%, NOD1 inhibition -1.8%, KOR beta-arrestin-1 2.0%, ER stress rescue 1.1%, NOD2 inhibition 6.4%, Yfh1-off respiration inactive, KOR beta-arrestin-2 20.3% and NTR1 ag cell count 20 µM 66.
Screening CCCc1nn2c(=O)c(C(c3ccc(C)cc3)c3c(O)nc4sc(CCC)nn4c3=O)c(O)nc2s1 returned NTR1 ag 6.6, TNAP activators 1.1, GPR55 beta-arrestin 0.0%, NOD1 inhibition 14.1%, KOR beta-arrestin-1 -0.2%, ER stress rescue -0.5%, NOD2 inhibition -1.2%, Yfh1-off respiration inactive, KOR beta-arrestin-2 7.2% and NTR1 ag cell count 20 µM 61.
COCCOC(=O)c1c(C)oc2ccc(OC(=O)c3ccc4c(c3)OCO4)cc12 was read as NTR1 ag 3.9, TNAP activators 1, GPR55 beta-arrestin -0.2%, NOD1 inhibition -14.4%, KOR beta-arrestin-1 -1.3%, ER stress rescue -1.0%, NOD2 inhibition 1.8%, Yfh1-off respiration inactive, KOR beta-arrestin-2 19.7% and NTR1 ag cell count 20 µM 98.
For COc1cc(C2C(C#N)=C(N)N(N(C)C)C3=C2C(=O)CCC3)cc(OC)c1OC (configuration not stated) the results were NTR1 ag -0.3, GPR55 beta-arrestin 0.3%, NOD1 inhibition -8.7%, KOR beta-arrestin-1 -6.0%, NOD2 inhibition 21.4%, KOR beta-arrestin-2 7.5% and NTR1 ag cell count 20 µM 105.
For Cc1cccc2sc(NC(=O)C3CCN(C(=O)c4ccco4)CC3)nc12 the results were NTR1 ag -1.3, GPR55 beta-arrestin 0.0%, NOD1 inhibition 6.8%, KOR beta-arrestin-1 1.0%, NOD2 inhibition 6.1%, KOR beta-arrestin-2 -30.7% and NTR1 ag cell count 20 µM 60.

Screens as filed in PubChem.
